TDP1 inh: inhibitors of human tyrosyl-DNA phosphodiesterase TDP1 | Potency, µM (titrated, usually from 130 µM), inactives show at the highest dose activity change, negative = inhibition, hits mostly inhibitors | 0.28% of 350,000 active | recombinant TDP1, AlphaScreen DNA substrate cleavage | Q9NUW8; also: nearly all actives have a fitted effect of over 40% in size
Target sequence (Q9NUW8 whole entry, looked up): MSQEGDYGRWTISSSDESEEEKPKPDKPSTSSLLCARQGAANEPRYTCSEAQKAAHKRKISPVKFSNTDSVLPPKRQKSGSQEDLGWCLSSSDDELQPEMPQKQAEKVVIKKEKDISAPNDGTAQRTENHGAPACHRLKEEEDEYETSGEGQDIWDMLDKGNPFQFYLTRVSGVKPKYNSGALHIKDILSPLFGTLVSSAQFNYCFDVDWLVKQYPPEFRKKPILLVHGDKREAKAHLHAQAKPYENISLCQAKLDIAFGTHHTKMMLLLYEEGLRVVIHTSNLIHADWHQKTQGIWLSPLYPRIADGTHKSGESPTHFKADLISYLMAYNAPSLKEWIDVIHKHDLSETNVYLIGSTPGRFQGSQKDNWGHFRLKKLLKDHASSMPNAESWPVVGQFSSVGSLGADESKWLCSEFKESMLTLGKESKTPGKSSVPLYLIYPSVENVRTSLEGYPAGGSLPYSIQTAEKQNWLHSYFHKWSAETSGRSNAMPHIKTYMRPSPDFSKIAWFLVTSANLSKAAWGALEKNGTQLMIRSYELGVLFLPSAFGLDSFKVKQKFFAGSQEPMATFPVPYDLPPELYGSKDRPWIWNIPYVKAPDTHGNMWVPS
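Steps: enzyme plus compound, 15 min RT; add biotin/phosphotyrosine-FITC oligonucleotide (15 nM final), react 5 min; add donor/acceptor beads (10 ug/ml final), 10 min; read AlphaScreen. Tdp1 at 1 nM final.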
TDP1 cell noCPT: qHTS for Inhibitors of human tyrosyl-DNA phosphodiesterase 1 (TDP1): qHTS in cells in absence of CPT | DT40 Tdp1-/- hTDP1 cells, no CPT, ATP luminescence, 48 h | Potency, µM (titrated, usually from 46.2 µM), for the others: at the highest dose activity change, negative = growth inhibition, actives largely listed as inhibitors | 15% of 420,000 active | AID 686978, 2013; also: nearly all actives have a fitted effect of over 55% in size
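Stably hTDP1-transfected Tdp1-null chicken DT40 cells were treated with library compounds minus camptothecin and grown for at least 48 hr at 37 °C, after which cellular ATP was quantified by luminescence.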
GCN5L2 inh: GCN5L2 (KAT2A) acetyltransferase inhibition | Q92830 | GCN5L2 HAT assay, ThioGlo1 CoA-SH fluorescence | Potency, µM (highest dose often 58.9 µM), for the others: at the highest dose activity change, negative = inhibition, actives largely listed as inhibitors | 0.21% of 390,000 active
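Fluorescence readout, Ex340nm/Em540nm: ThioGlo1 (50uM final) reacts with free CoA thiol released as 20nM GCN5L2 acetylates H3(1-25) peptide (75uM) using acetyl-CoA (70uM). Compound and enzyme sat 15 min beforehand; 20 min room-temperature reaction.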
* marks the source's active call; other numbers are inactive results; ? = inconclusive; . = not tested or not shown; & = joins results of further samples. Calls follow the shape of the dose curve; as a rule, active = well fitted curve in the direction sought with a large enough effect; inconclusive = small, poorly fitted or top-dose-only effect, or another doubt; inactive = no such curve, though single readings can be large; an effect the other way counts as inactive or inconclusive. % is scaled to controls: 0 for no effect and ±100 for the full control effect; potency is read from the fitted curve at half-maximal effect.

mol | GCN5L2 inh | TDP1 inh | TDP1 cell noCPT
CCC(C)n1c(=O)c(C(=O)Nc2ccccc2S(N)(=O)=O)c(O)c2ccccc21 (centres undefined) | 2% | -1% | ?
Nc1ccccc1-c1nnc(SCc2ccccc2F)[nH]c1=O | -8% | 2% | ?
O=C(Nc1ccccc1C(=O)Nc1nncs1)c1ccccc1 | 0% | . | ?
CC(=O)Nc1ccc(S(=O)(=O)N2CCC3(CC2)OCCO3)cc1 | -3% | 1% | 0%
COc1ccc(CN(C(=O)c2snc(C(N)=O)c2N)C(CC(C)C)C(=O)NC2CCCCC2)cc1 (centres undefined) | -26% | 6% | ?
COc1ccc(OC)c(N(/C(N)=N/c2nc(C)cc(C)n2)S(=O)(=O)c2ccc(NC(C)=O)cc2)c1 | -1% | -4% | -12%
CCn1c2ccccc2c2nnc(SCc3cc(=O)n4ccsc4n3)nc21 | 0% | 0% | .
COc1cccc(/C=C2\C=C(c3ccc(C)cc3)OC2=O)c1OC(C)=O | 2% | . | -6%
Cc1occc(=O)c1OCc1ccc(F)cc1 | 2% | . | 6%
O=C(Nc1ccccc1)c1ccc2c(c1)OCO2 | -2% | -1% | ?
CCOc1ccc(S(=O)(=O)NCc2cccnc2)c2ccccc12 | 1% | 2% | -20%
Cc1ccc(CNC(=O)[C@H](C)NC(=O)C2CCN(C(=O)[C@@H]3CCCN3C(=O)OC(C)(C)C)CC2)cc1 | -21% | . | -30%
Cc1c(Cl)cccc1NC(=O)CCNC(=O)N1CC(=O)Nc2ccccc21 | -1% | -3% | 1%
Cc1ccccc1C(=O)Nc1nc(-c2nnn(-c3ccc(C(C)C)cc3)c2C)ns1 | -4% | -5% | ?
Cc1noc(C)c1S(=O)(=O)N1CCC(C(=O)NCCC2=CCCCC2)CC1 | -3% | 8% | ?
CN(N)c1ccc2c(C(F)(F)F)cc(C(F)(F)F)nc2n1 | -6% | 5% | ?
O=C(OCC(=O)N1CCc2ccccc21)c1cccc(S(=O)(=O)N2CCCc3ccccc32)c1 | -3% | 2% | -10%
Nc1nnc(SCC(=O)NCc2ccc3c(c2)OCO3)s1 | -13% | 7% | -15%
Cc1ccccc1NC(=O)C1C2CCC(O2)C1C(=O)O (centres undefined) | -2% | -5% | 18%
Cc1ccc(S(=O)(=O)c2c(COC(=O)c3ccccc3Cl)c(-c3ccccc3)nn2C)cc1 | 0% | 3% | ?
N[C@@H](Cc1ccccc1)C(=O)N1CCC(C(=O)N[C@@H](CCC(=O)O)C(=O)O)CC1 | 0% | . | -7%
COc1cccc(NC(=O)CSc2nnc3scc(-c4ccc(Cl)cc4)n23)c1 | -12% | . | 18µM*
O=C(COC(=O)CNC(=O)c1cccc(F)c1)NCCC1=CCCCC1 | 5% | 3% | 0%
CCn1cc(CNC(=O)C2CCC(=O)N(CCc3cccc(F)c3)C2)cn1 (centres undefined) | -14% | 5% | 1%
COCCN1C(=O)c2cc(C(=O)Nc3ccc(OC)c(OC)c3)ccc2C1Nc1ccc(OC)c(OC)c1 (centres undefined) | -2% | 1% | -21%
CCOC(=O)N1CCC(N2C(=O)c3ccccc3C2Nc2cc(C(=O)OC)cc(C(=O)OC)c2)CC1 (centres undefined) | -5% | 6% | ?
Cc1ccc(S(=O)(=O)N2CCN(CC(=O)N/N=C\C(Cl)=C\c3ccccc3)CC2)cc1 | -2% | 11% | ?
COc1ccc(F)c(CN2CCC(N3CCC(C(=O)N4CCOCC4)CC3)CC2)c1 | -3% | 0% | -23%
Cc1ccc(C(=O)Oc2ccccc2N2C(=O)C3CCCCC3C2=O)cc1 (centres undefined) | -14% | -3% | -25%
COc1cccc(NC(=O)Nc2cccc(C(=O)O)c2)c1 | 11% | -8% | -15%
COc1ccc(NC(=O)CCCN(C)S(=O)(=O)c2ccc(C)cc2)cc1 | 2% | 0% | ?
O=C(CCN1CCN(Cc2ccccc2)CC1)NNC(=O)Cc1ccc(Cl)c(Cl)c1 | 1% | 2% | ?
O=C(O)CC12CC3CC(C1)CC(n1ncc(NCC4CCCO4)c(Cl)c1=O)(C3)C2 (centres undefined) | -1% | 0% | 13%
Cc1cc(/C=N/NC(=O)c2cccs2)c(C)n1-c1cnccn1 | -29% | . | 6%
O=C(/C=C/c1ccc(OC(F)F)cc1)Nc1cccc(S(=O)(=O)NC2=NCCCCC2)c1 | -6% | 4% | ?
Cc1cc(N2CCN(c3ccccn3)CC2)n2cc(-c3ccccc3)nc2n1 | -22% | 4% | 18µM*

One compound at a time, as listed above. Order of values: GCN5L2 inh	TDP1 inh	TDP1 cell noCPT
O=C(/C=C/c1ccc(OC(F)F)cc1)Nc1cccc(S(=O)(=O)NC2=NCCCCC2)c1 is listed with -6%	4%	?
Cc1cc(N2CCN(c3ccccn3)CC2)n2cc(-c3ccccc3)nc2n1 is listed with -22%	4%	18µM*

Continued:
mol | GCN5L2 inh | TDP1 inh | TDP1 cell noCPT
C=CCSc1nc2sc3c(c2c(=O)n1-c1ccccc1)CCN(C)C3 | 5% | . | -17%
Cn1cc(C(=O)C(=O)N2CCCc3ccccc32)c2ccccc21 | 0% | 2% | 13µM*
CCCCCn1c(SCCN2CCOCC2)nc2c1c(=O)[nH]c(=O)n2C | -6% | 0% | ?
Cc1ccc(CNC(=O)[C@H](Cc2ccccc2)NC(=O)C2CCNCC2)cc1 | -12% | . | 13%
CCOC(=O)c1ccc(NC(=O)CCNc2c(N3CCCC3)c(=O)c2=O)cc1 | 1% | 7% | -8%
Cc1nccn1-c1cc(C(C)(C)C)nc2c(-c3ccccc3)cnn12 | -5% | 4% | ?
COc1ccc(NC(=O)c2c(C)nn(Cc3ccccc3)c2C)cc1S(=O)(=O)N(C)C | -3% | . | -19%
O=C(NCCN1CCOCC1)c1cccc2c1C(=O)c1ccc(N3CCCC3)cc1S2(=O)=O | 2% | 3% | -7%
CC(=O)c1ccc(NC(=O)C2CCCN2S(=O)(=O)c2cccs2)cc1 (centres undefined) | 1% | -6% | -19%
CCC(=O)c1ccc(OCC(=O)Nc2nn3cnnc3s2)cc1 | -4% | 2% | -7%
Cc1cc(=O)oc2c(C)c(OCC(=O)NCCCN3CCOCC3)ccc12 | 2% | 0% | 5%
CS(=O)(=O)/C(C#N)=C/c1cccn1S(=O)(=O)c1ccccc1 | -6% | . | -1%
O=C1CCN(Cc2ccccc2)CCN1[C@H](CSc1ccccc1)c1ccccc1 | -5% | . | ?
Cc1ccc(S(=O)(=O)N2CCOCC2)cc1NC(=O)COC(=O)c1ccc2c(c1)OCO2 | -5% | -3% | -14%
COc1ccc(Cl)cc1N(CC(=O)N1CCCC1)S(C)(=O)=O | -1% | . | -14%
Clc1cccc(CNc2nc(-c3cccnc3)nc3ccccc23)c1 | -14% | 3% | ?
Cc1noc(C)c1NC(=O)Nc1cccc2c1O[C@H](CN(C)S(=O)(=O)c1cn(C)cn1)[C@@H](C)CN([C@H](C)CO)C2=O | -3% | 0% | -20%
CCC/C=C(\CCC)C(NC(=O)OCC(C)C)c1ccc(C(=O)OC)cc1 (centres undefined) | -15% | 0%&-9% | 15µM*
CCOC(=O)C1CCN(Cc2cc(=O)oc3c(C)c(C)ccc23)CC1 | -4% | . | ?
Cc1cc(C)c(-c2c(O)c3cccc4c3n(c2=O)CCC4)c(C)c1 | -1% | -2% | -26%
COc1cc(NC(=O)CSc2nnc(NC(C)C)s2)cc(OC)c1OC | -2% | 0% | ?
CCOc1ccccc1-c1nc(-c2cccc(Br)c2)no1 | -7% | -8% | -11%
CCN(CC)S(=O)(=O)c1ccc(N(C)Cc2cccc(OC)c2OC)nc1 | -14% | -8% | 18µM*
COc1ccc2[nH]c(CN3CCN(CC=C(C)C)C(CCO)C3)c(C)c2c1 (centres undefined) | -6% | . | -13%
CSCC[C@H](NC(=O)C(C)(C)Oc1ccc(Cl)cc1)c1nc2ccccc2[nH]1 | -1% | -3% | ?
c1ccn2c(c1)nc1c2nc2ccccn21 | ? | 1% | -24%
N#CCCN(CCC#N)c1nncs1 | 2% | 5% | 2%
COc1ccc2c(c1)C=C(CN1CCN(C3CCCC3)C(CCO)C1)CO2 (centres undefined) | -3% | 5% | -13%
CCc1ccc(NS(=O)(=O)c2ccc3c(c2)oc(=O)n3C)cc1 | -5% | . | -19%
Cc1cc(C)cc(N(C(=O)Cc2cccs2)C(C(=O)NC2CCCC2)c2ccc(C)o2)c1 (centres undefined) | 3% | -1% | ?
CS(=O)(=O)Oc1ccc2c(c1)O/C(=C\c1cccnc1)C2=O | ? | 1% | -16%
CCOC(=O)c1ccc(NC(=O)C(=O)NCCc2ccc(OC)cc2)cc1 | -8%&9% | -5% | -17%&-16%
COc1ccc(-c2csc3ncn(-c4ccccc4)c(=O)c23)cc1OC | ? | 0% | -18%
CCOc1ccccc1C(=O)NC1CC2CCCC(C1)N2Cc1ccc(C)cc1 (centres undefined) | 1% | 3% | 21µM*
O=C(NNC(=O)c1cc(Cl)nc2ccccc12)c1ccccc1F | 2% | 0% | -23%
Cc1ccc(NC(=O)c2cc(-c3ccc4c(c3)OCO4)on2)cc1C | -5% | 0% | -22%
COC(=O)C1C2C=CC3(CN(c4ccc(Cl)c(F)c4)C(=O)C13)O2 (centres undefined) | -5% | 7% | -13%
O=C(/C=C/c1ccccc1)N/C(=C/c1ccccc1)C(=O)Nc1cccc(C(=O)O)c1 | -6% | 3% | -10%
O=C(CNS(=O)(=O)c1ccccc1)OCC(=O)c1c[nH]c2ccccc12 | 0% | 0% | -3%
CC(=O)c1cccc(NC(=O)c2sc(Cl)nc2C)c1 | -19% | . | -10%
O=C(CCN1C(=O)c2ccccc2C1=O)Nc1ccccn1 | -2% | 5% | ?
COC(=O)c1cc2ccccc2oc1=O | 0% | -2% | -5%
O=C(CCN1C(=O)C2CCCCC2C1=O)Nc1nc(-c2ccc(F)c(F)c2)cs1 (centres undefined) | 2% | 1% | 18µM*
O=C(O)c1cc(-c2ccc(/C=N/Nc3ccc(Cl)cc3)o2)ccc1Cl | -22% | 0% | -7%
CCOC(=O)C1CCCN(Cc2c(C(=O)N3CCOCC3)nc3ccccn23)C1 (centres undefined) | -7% | -3% | -8%
O=C(CNC(=O)C1COc2ccccc2O1)N/N=C/c1cc(Br)c(O)c(Br)c1 (centres undefined) | -9% | 0% | ?
CC(=O)c1ccc(NC(=O)C2CCN(S(=O)(=O)c3cccnc3)CC2)cc1 | -12% | 2% | -3%
O=C(c1ccc2c(=O)n(Cc3ccccc3Cl)c(=S)[nH]c2c1)N1CCOCC1 | -1% | 1% | -30%
CC(=O)Nc1ccc(NC(=O)Cn2nc([N+](=O)[O-])c(Br)c2C)cc1 | -5% | 3% | -19%
CC(C)c1ccc(NS(=O)(=O)c2ccc(-n3cccn3)cc2)cc1 | -6% | -1% | ?
Cc1ccc(C)c(N2CCN(c3ccncc3N)CC2)c1 | 0% | 7% | 13µM*
COc1ccc(-c2csc3nc(-c4ccc(C)cc4)oc(=O)c23)cc1OC | 0%&-4% | -12% | 10µM*
CCOc1cccc(/C=C2/NC(=O)N(CC(=O)Nc3cccc(C)c3)C2=O)c1O | -15% | 5% | -5%
CC1CCN(C(=S)c2cn(Cc3ccccc3F)c3ccccc23)CC1 | -10% | 8% | ?
OC(CNCCc1ccc(C(F)(F)F)cc1)COc1ccc2ccccc2c1 (centres undefined) | -14% | 3% | -49%

By substructure: the entries above containing a CF3 group
mol | GCN5L2 inh | TDP1 inh | TDP1 cell noCPT
CN(N)c1ccc2c(C(F)(F)F)cc(C(F)(F)F)nc2n1 | -6% | 5% | ?
OC(CNCCc1ccc(C(F)(F)F)cc1)COc1ccc2ccccc2c1 (centres undefined) | -14% | 3% | -49%

Rewritten field by field: entries from further up
COc1cccc(NC(=O)CSc2nnc3scc(-c4ccc(Cl)cc4)n23)c1
- GCN5L2 inh: -12%
- TDP1 inh: .
- TDP1 cell noCPT: 18µM*
O=C(COC(=O)CNC(=O)c1cccc(F)c1)NCCC1=CCCCC1
- GCN5L2 inh: 5%
- TDP1 inh: 3%
- TDP1 cell noCPT: 0%
CCn1cc(CNC(=O)C2CCC(=O)N(CCc3cccc(F)c3)C2)cn1 (centres undefined)
- GCN5L2 inh: -14%
- TDP1 inh: 5%
- TDP1 cell noCPT: 1%
COCCN1C(=O)c2cc(C(=O)Nc3ccc(OC)c(OC)c3)ccc2C1Nc1ccc(OC)c(OC)c1 (centres undefined)
- GCN5L2 inh: -2%
- TDP1 inh: 1%
- TDP1 cell noCPT: -21%

Source: PubChem BioAssay

Some of the compounds tested; count on the stated rates, not on these rows.
